Assay outcomes deposited in PubChem by The Scripps Research Institute Molecular Screening Center.
TbREL1 primary: TbREL1 RNA ligase inhibitors, primary screen, biochemical, FRET fluorescence; AID 1117264, 2014; 89,000 compounds, 0.49% hits; TbREL1 RNA ligation; inhibition, % at 9.66 µM; RNA-editing ligase 1, mitochondrial (Trypanosoma brucei brucei), P86926;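 active = inhibition above the mean inhibition across all screened compounds plus 3 SD, cut at about 11% in these data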;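 also: 0% = plate median of test wells and 100% = NSC42067 control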
Target sequence (P86926 whole entry, looked up): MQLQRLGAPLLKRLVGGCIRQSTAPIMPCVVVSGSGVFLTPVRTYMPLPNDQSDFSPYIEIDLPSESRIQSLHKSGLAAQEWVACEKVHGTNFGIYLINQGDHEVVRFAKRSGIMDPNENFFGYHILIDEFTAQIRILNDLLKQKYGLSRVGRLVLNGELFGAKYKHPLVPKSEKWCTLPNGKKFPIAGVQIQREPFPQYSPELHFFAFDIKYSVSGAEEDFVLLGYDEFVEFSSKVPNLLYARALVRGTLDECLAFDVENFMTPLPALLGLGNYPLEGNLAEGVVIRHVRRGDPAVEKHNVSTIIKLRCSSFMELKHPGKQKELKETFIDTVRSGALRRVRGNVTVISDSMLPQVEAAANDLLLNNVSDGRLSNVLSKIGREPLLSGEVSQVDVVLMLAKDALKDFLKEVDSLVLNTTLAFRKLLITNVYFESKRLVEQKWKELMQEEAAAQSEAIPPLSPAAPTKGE
An asterisk follows results filed as active.

SMILES	TbREL1 primary
CCOC(=O)c1c(CS(=O)(=O)c2ccccc2)n(C)c2cc(Br)c(O)c(CN(C)C)c12	0
COc1ccccc1C1=NN(C2=NN=C(N)Cc3ncnn32)C(O)(C(F)(F)F)C1 (stereo unspecified)	4
COc1ccc(CSc2nnc(SCC(=O)Nc3ccccc3-c3ccccc3)s2)cc1	5
Cc1cccc(-c2noc(CCC(=O)NCc3ccccc3)n2)c1	0
COc1ccc(NS(=O)(=O)c2cc(NC(=O)c3cncc(Br)c3)ccc2OC)cc1	1
Cc1cc(C)c(C)c(OCC(=O)NCCN(C)C)c1	0
CCCOc1ccc(C2c3c(oc4ccccc4c3=O)C(=O)N2CCN(CC)CC)cc1OC (stereo unspecified)	8
Cc1ccc(-c2noc(C3CCN(S(C)(=O)=O)CC3)n2)o1	0
Cc1nn(CC(=O)NCC2CCCO2)c(=O)c2ccccc12 (stereo unspecified)	-5
CC(=O)Nc1nnc(S(=O)(=O)N2CCN(c3ccc(Cl)cc3[N+](=O)[O-])CC2)s1	0
O=C(NC1CCCC1)C(c1c(F)cccc1Cl)N(C(=O)c1csnn1)C1CC1 (stereo unspecified)	-1
CN(C)/C=N/c1cc(=O)n(C)c(=O)n1CC1CC1	5
Cc1noc(C)c1CSCC(=O)N(CCC(C)C)c1c(N)n(Cc2ccccc2)c(=O)[nH]c1=O	1
COc1c(C(C)(C)C)cc(S(=O)(=O)N2c3ccccc3C[C@H]2C)cc1C(C)(C)C	-1
O=C(C1CCN(S(=O)(=O)Cc2ccccc2)CC1)N1CCN(c2ncccn2)CC1	-1
CC(=O)c1ccc(N2CCN(C(=O)c3cc(-c4cccnc4)nc4ccc(Br)cc34)CC2)cc1	-1
Cn1c(Cn2c(=O)sc3ccccc32)nnc1SCC(=O)N1CCc2ccccc21	1
CCN(CC)S(=O)(=O)c1ccc(N/N=C/c2ccc(O)cc2O)nc1	0
Cc1cccc(C(=O)Nc2cc(NC(=O)c3cccs3)ccc2C)c1	2
Fc1ccc(CN2CCN(C(c3ccccc3)c3ccccc3)CC2)cc1	-1
CCCCCc1ccc(-c2cn(Cc3ccc(C)cc3)nn2)cc1	4
CCOC(=O)[C@]12CCCC=C1N(CCC1=CCCCC1)C(=O)[C@H](CC(=O)NCc1cccs1)C2	-2
CC(C)Oc1ccc(Oc2ccc(C#C[C@H](C)N3C(=O)c4ccccc4C3=O)cc2)cn1	-4
CCCSc1nc2[nH]ncc2c(=O)[nH]1	-1
COCCCn1c(SC(C)C(=O)NC2CC2)nc2ccccc2c1=O (stereo unspecified)	6
COc1ccc(OCCN2CCN(S(=O)(=O)c3ccccc3C#N)CC2)cc1	7
CC1(c2ccccc2Cl)NC(=O)N(CC(=O)Nc2ccc(N3CCCCC3)cc2)C1=O (stereo unspecified)	-1
C=CCn1c(Cc2cccs2)nnc1SCC(=O)Nc1ccc2c(c1)OCO2	1
CN(C(=O)Cn1cnc2sccc2c1=O)C1CCCCC1	0
Nc1ccc(C(=O)Nc2nc3ccccc3s2)cc1	2
Cc1ccccc1OCc1nc(-c2ccc(NC(=O)c3ccco3)cc2)no1	6
CC1(Cc2ccccc2OC(F)(F)F)C(=O)Nc2ccc(-c3ccsc3)cc21 (stereo unspecified)	4
Cc1ccn(CCC(=O)Nc2ccc(-c3ccno3)cc2)n1	2
Cc1cc(C)c[n+](-c2[nH]c(=O)sc2/C=N/NC([S-])=Nc2ccccc2)c1	-4
Cc1ccc(NC(=O)Cn2cccc2C2=NC(c3ccccc3)CO2)c(C)c1 (stereo unspecified)	-1
O=C(CCCCCn1c(=S)[nH]c2cc3c(cc2c1=O)OCO3)N1CCN(Cc2ccccc2)CC1	3
CCOc1ccc(C(=O)Nc2nnc(S(=O)(=O)N3CCCCC3)s2)cc1	1
Cc1ccc(S(=O)(=O)N(C)C)cc1NC(=O)C(C)N(C)CCOc1ccc(Cl)cc1 (stereo unspecified)	1
COc1ccc(-c2oc3ccccc3c(=O)c2OCC(=O)O)cc1	7
COc1ccc(-c2sc3cc4c(cc3c2C#CC2(O)CCCCC2)OCO4)cc1	3
Cc1ccc2oc(=O)c(/C=C(\O)CC(C)C)nc2c1	-4
CC(C)C(c1nnnn1Cc1ccc(F)cc1)N1CCN(C2CCCC2)CC1 (stereo unspecified)	5
COc1ccc(OCCSc2nnc(-c3ccccc3)n2N)cc1	2
CN(CCc1ccccc1)C(=O)c1cccc(NC(=O)Cc2cccc(NC(=O)C3CCCN(C(=O)C4CCCCC4)C3)c2)c1 (stereo unspecified)	-1
C=C(C)CSc1nc2sc3c(c2c(=O)n1-c1ccccc1)CCN(C)C3	2
Cc1cc([N+](=O)[O-])ccc1NC(=O)CCC(=O)N1CCCCC1	0
O=C1CCC[C@H]2C[C@H](NCc3cccc(I)c3)CC[C@]23CCCN13	3
O=C(CN(Cc1ccco1)C(=O)c1ccccc1F)Nc1ccccc1C(F)(F)F	2
COc1cc(OC)cc(C(=O)NNC(=O)CCNS(=O)(=O)c2ccc(C)c(C)c2)c1	-3
Cc1ccc(S(=O)(=O)N2CCOCC2)cc1C(=O)N1CCN(S(=O)(=O)c2ccccc2F)CC1	-1
O=C(NCCc1nnc2ccc(NCc3ccc(Cl)cc3)nn12)c1ccccc1	0
O=C(NC1CCCCC1)C1CCN(c2ncccn2)CC1	3
Cc1ccc(NC(=O)COS(=O)c2ccc(C)cc2)cc1 (stereo unspecified)	1
COc1ccc(-n2nc(C(=O)NCC(=O)N3CCC(C)CC3)c3ccccc3c2=O)c(OC)c1	1
CCC(C)NC(=O)c1cn(-c2cccc(C)n2)cn1 (stereo unspecified)	0
CN1CCN(C(=O)c2ccc3c(=O)n4c(nc3c2)CCCCC4)CC1	-3
CC(C)CNC(=O)c1ccc(C2SCC(=O)N2Cc2ccccc2)cc1 (stereo unspecified)	-1
N/C(=N\O)c1ccccc1N1CCCCC1	-3
O=C(NCc1ccc(Cl)cc1)c1noc2c1CCCC2	-2
O=C(NCCc1ccccc1)C1CCCN(C(=O)Nc2ccc(F)cc2)C1 (stereo unspecified)	-1

Of the compounds above, 7 have an aryl thioether with sulfur outside any ring:
SMILES	TbREL1 primary
COc1ccc(CSc2nnc(SCC(=O)Nc3ccccc3-c3ccccc3)s2)cc1	5
Cn1c(Cn2c(=O)sc3ccccc32)nnc1SCC(=O)N1CCc2ccccc21	1
CCCSc1nc2[nH]ncc2c(=O)[nH]1	-1
COCCCn1c(SC(C)C(=O)NC2CC2)nc2ccccc2c1=O (stereo unspecified)	6
C=CCn1c(Cc2cccs2)nnc1SCC(=O)Nc1ccc2c(c1)OCO2	1
COc1ccc(OCCSc2nnc(-c3ccccc3)n2N)cc1	2
C=C(C)CSc1nc2sc3c(c2c(=O)n1-c1ccccc1)CCN(C)C3	2

Already shown: an excerpt of the list.
SMILES	TbREL1 primary
Cc1ccc2oc(=O)c(/C=C(\O)CC(C)C)nc2c1	-4
CC(C)C(c1nnnn1Cc1ccc(F)cc1)N1CCN(C2CCCC2)CC1 (stereo unspecified)	5
COc1ccc(OCCSc2nnc(-c3ccccc3)n2N)cc1	2
CN(CCc1ccccc1)C(=O)c1cccc(NC(=O)Cc2cccc(NC(=O)C3CCCN(C(=O)C4CCCCC4)C3)c2)c1 (stereo unspecified)	-1

(further entries)
SMILES	TbREL1 primary
NC(=S)NNC(=O)COc1ccccc1O	0
Cc1cccc(OC(=O)c2ccncc2)c1C	-1
Cn1c(=O)c(S(=O)(=O)C(C)(C)C)c(O)c2ccccc21	5
CC(C)Cc1cc(C(=O)N2CCCC(CO)(Cc3ccc(F)cc3)C2)no1 (stereo unspecified)	-1
CCN1CCN(c2cc(C)c3cc(NC(=S)N4CCCC4)ccc3n2)CC1	-7
CC(OC(=O)c1cc(=O)[nH]c2ccccc12)C(=O)Nc1ccccc1F (stereo unspecified)	2
S=C(Nc1ccc(N2CCOCC2)cc1)Nc1ccc2nc(-c3ccco3)c(-c3ccco3)nc2c1	2
Cn1nc(-c2ccc(Cl)cc2)cc1NC(=O)CSCC(=O)O	3
O=C(COc1ccc([N+](=O)[O-])cc1)NNC(=O)Nc1cccc(F)c1	-1
C=CCC[C@H](Cc1ccc(F)cc1)C(=O)OC[C@@H](Cc1c[nH]c2ccccc12)NC(=O)[C@@H](CC=C)CC(=O)N[C@H](CO)Cc1ccccc1	-2
CCOC(=O)/C(C#N)=C/N1CCOCC1	0
O=C(NCC1CCCO1)c1cn(Cc2ccccc2)nc1-c1ccc(Cl)cc1 (stereo unspecified)	-1
CCOC(=O)CSc1nc(N)c(C#N)c(-c2ccc(OCC)cc2)c1C#N	-2
COC(=O)C1CC(Cl)CN1c1ncc(C(F)(F)F)cc1Cl (stereo unspecified)	-2
O=C1CSC(=S)N1N=C1CCCCCC1	2
COc1cc(NC(=S)N2CCN(c3ccccn3)CC2)cc(OC)c1	-1
COc1ccc(C(=O)NC(C(=O)NCc2ccccc2OC)C(C)C)cc1 (stereo unspecified)	0
CC[C@@]12C(=O)N(c3ccc(C)cc3)C(=O)N1[C@H](c1cccc(C)c1)[C@@H]1C(=O)N(Cc3ccccc3)C(=O)[C@@H]12	-1
CCN(CC)c1c2c(c(C#N)c3nc4ccccc4n13)CCC2	2
O=[N+]([O-])c1ccc(COc2cccc(CNc3ccc(Br)cc3)c2)cc1	6
CCOC(=O)N1CCC(NC(=O)CS(=O)(=O)Cc2nc(-c3cccc(OC)c3)oc2C)CC1	-2
c1ccc2c(c1)ncn2CCC1CCCCC1	-2
CC(OC(=O)C1CC2CCCC(C1)C2=O)C(=O)Nc1cccc([N+](=O)[O-])c1 (stereo unspecified)	0
CCN1C(=O)C(O)(CC(=O)c2c(C)coc2C)c2ccccc21 (stereo unspecified)	2
CCOC(=O)CC(=O)Nc1ccc(C(=O)OCC)cc1	-4
Oc1ccc(C[C@H]2CNCCN2CC2(c3ccccc3)CC2)cc1	2
c1ccc(CCn2nnnc2C(c2cccs2)N2CCOCC2)cc1 (stereo unspecified)	4
CC(C)COP(=O)(c1ccc(N(C)C)cc1)C(O)c1ccccc1F (stereo unspecified)	4
O=S(=O)(Nc1cccnc1)c1ccc(Br)c2ccccc12	1
Cc1ccccc1N1CCN(C(=S)c2ccc([N+](=O)[O-])cc2)CC1	-2
O=C(NC1CCCCN(Cc2cccc(Cl)c2)C1=O)c1c(F)cccc1F (stereo unspecified)	-3
Clc1ccc(Nc2c3c(nc4ncnn24)CCC3)cc1	-2
Cc1ccc2c(c1)nnn2C1CCN(C(=O)C23CC4CC(CC(C4)C2)C3)CC1	6
CCOC(=O)c1c(C=O)c2ccccc2n1CC	-3
Cc1ccc(CNC(=O)C2CC3Cn4c(nc5cc6ccccc6cc54)C3N2C)o1 (stereo unspecified)	-4
O=C(Oc1cccc2cccnc12)c1cccs1	0
O=C(CSc1nnc(COc2ccc(Cl)cc2)o1)N1CCN(c2ccccc2)CC1	3
O=S1(=O)CC(N2CCC(Cc3ccccc3)CC2)CN1C1CCCCC1 (stereo unspecified)	-4
Fc1ccc(/C=N\Nc2cccc(F)c2)cc1	6
O=C(CSc1nnc(-c2ccccc2)n1-c1ccc(Cl)cc1)Nc1ccccc1-c1ccccc1	2

A different layout for 2 compounds above.
mol,TbREL1 primary
c1ccc(CCn2nnnc2C(c2cccs2)N2CCOCC2)cc1 (stereo unspecified),4
COc1ccc(-c2sc3cc4c(cc3c2C#CC2(O)CCCCC2)OCO4)cc1,3

Copied from the list:
c1ccc2c(c1)ncn2CCC1CCCCC1 @ TbREL1 primary = -2
Fc1ccc(/C=N\Nc2cccc(F)c2)cc1 @ TbREL1 primary = 6

More entries:
SMILES	TbREL1 primary
CSCCC(NC(=O)c1ccco1)C(=O)NCC1CCCCC1 (stereo unspecified)	1
O=C(c1ccco1)N1CCN(S(=O)(=O)/C=C/c2ccccc2)CC1	-4
CC(=O)Nc1ccc(NC(C)=O)s1	-3
Cc1ccc(OCC(=O)NNC(=O)c2cc3ccccc3o2)cc1	2
c1ccc(-c2csc(=Nc3cccnc3)n2CC2CCCO2)cc1 (stereo unspecified)	0
COc1ccc(Cl)cc1Cn1c(C)c(C(=O)NCc2cccc([N+](=O)[O-])c2)sc1=O	7
O=C(NCc1ccc2c(c1)OCO2)c1ccc(CSCc2ccc(Cl)cc2)o1	2
CC(=O)c1ccc(-c2cccc(-c3cc(=O)oc4ccc(C(C)(C)C)cc34)c2)cc1	5
O=C(Cn1cnc2c(nnn2-c2cccc(F)c2)c1=O)Nc1ccc2c(c1)OCCO2	2
CC1CCCCC1NC(=O)Cn1ncc2ccccc21 (stereo unspecified)	3
Cc1ccccc1NC(=O)Cc1nc(COC(=O)c2ccc([N+](=O)[O-])cc2)cs1	-1
O=C(Nc1cc(C(F)(F)F)ccc1Cl)C(Sc1n[nH]c(=O)[nH]c1=O)c1ccccc1 (stereo unspecified)	-4
CCN(CC)S(=O)(=O)c1ccc(OC)c(NC(=O)OCc2ccccc2)c1	0
Nc1nc(-c2cccc(NS(=O)(=O)c3ccccc3)c2)cs1	5
CC1CCN(C(=O)c2cccc(NC(=O)c3cccs3)c2)CC1	-2
Fc1ccc(Cn2nnnc2CN2CCN(C3CCCCC3)CC2)cc1	-1
CCn1cc(C(=O)N2CCN(Cc3ccc(C)cc3)CC2)c(=O)c2ccc(C)nc21	6
CSc1cccc(NC(=O)CCNC(=O)c2ccco2)c1	0
Cc1ccc(NC(=O)c2ccc(S(=O)(=O)N3CCCCCC3)cc2)nc1	3
CCc1ccc(OCc2ccc(C(=O)NCc3ccccn3)o2)cc1	0
NC(=O)c1cccc(Nc2nc(C(N)COCc3ccccc3)cs2)n1 (stereo unspecified)	4
O=C(CC(C(=O)N1CCc2ccccc21)n1ccnc1)N1CCc2ccccc2C1 (stereo unspecified)	-2

These rows are one share of the data. The share of hits here may be higher or lower than overall.
